Compound activity from PubChem BioAssay.
TRHR ag: qHTS for Small Molecule Agonists and Allosteric Enhancers of Human TRH Receptor: Primary Screen for Agonists; AID 493084, 2011; activation, % at 2 µM; Thyrotropin-releasing hormone receptor (Homo sapiens), P34981; 360,000 compounds, 0.18% hits; TRHR cells, calcium flux fluo-8, FDSS agonist mode; in the data active = activation above about 30%; note: 0% is about no effect
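In this calcium-flux screen, cells bearing human TRHR are dye-loaded with fluo-8, baselined for 10 cycles, then exposed to library compounds; positive kinetic calcium responses during the agonist phase mark hits, with TRH as control.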
ALOX12 inh: Primary qHTS assay for inhibitors of human arachidonate 12S-lipoxygenase (ALOX12): Round 2. Polyunsaturated fatty acid lipoxygenase ALOX12 (Homo sapiens), P18054. purified 12hLO, xylenol orange hydroperoxide absorbance. Potency, µM (highest dose often 108 µM), without a hit: at the top dose activity change, negative = inhibition, usual class: inhibitors. 580,000 compounds, 1.1% hits; note: potency is the fitted concentration of half-maximal effect; % is set by controls: 0 for no effect and ±100 for the full control effect
Target sequence (P18054 whole entry, looked up): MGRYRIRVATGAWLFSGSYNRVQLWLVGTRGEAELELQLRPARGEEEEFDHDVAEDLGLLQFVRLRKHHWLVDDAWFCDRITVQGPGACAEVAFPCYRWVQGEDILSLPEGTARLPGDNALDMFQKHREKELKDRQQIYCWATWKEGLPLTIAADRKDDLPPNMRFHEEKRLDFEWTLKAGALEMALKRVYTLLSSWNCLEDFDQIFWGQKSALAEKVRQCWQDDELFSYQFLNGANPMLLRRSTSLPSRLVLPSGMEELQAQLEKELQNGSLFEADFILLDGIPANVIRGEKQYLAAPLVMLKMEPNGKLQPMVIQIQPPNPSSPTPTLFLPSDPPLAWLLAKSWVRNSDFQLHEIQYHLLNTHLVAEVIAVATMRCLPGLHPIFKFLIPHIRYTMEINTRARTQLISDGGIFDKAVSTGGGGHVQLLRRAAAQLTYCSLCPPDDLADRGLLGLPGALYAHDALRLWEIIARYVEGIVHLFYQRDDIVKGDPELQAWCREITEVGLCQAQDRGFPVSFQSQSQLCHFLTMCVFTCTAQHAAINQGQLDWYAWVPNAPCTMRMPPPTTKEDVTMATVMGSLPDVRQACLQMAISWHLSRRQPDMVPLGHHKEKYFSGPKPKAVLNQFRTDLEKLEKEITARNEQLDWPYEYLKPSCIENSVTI
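Purified human 12hLO (150 nM final) in 25 mM Hepes, 0.01% Triton X-100, pH 7.0 was preincubated 15 min at room temperature with compound. Then 40 uM arachidonic acid was added, 30 min. Hydroperoxide was read by Fe-XO absorbance ratio 573/405 nm.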
POLK inh: qHTS for Inhibitors of Polymerase Kappa. DNA polymerase kappa (Homo sapiens), Q9UBT6. purified Pol kappa, fluorescent DNA synthesis assay, 10 min. Potency, µM (doses to about 107 µM), for inactives: at the top dose activity, negative = inhibition, usual class: inhibitors. 400,000 compounds, 0.53% hits. AID 588579, 2011; note: potency is the fitted concentration of half-maximal effect; % is set by controls: 0 for no effect and ±100 for the full control effect
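Inhibition of 10 nM Pol kappa is measured by a fluorescent read-out at 0 and 10 min following addition of 50 nM substrate (final), with a 15-min room-temperature compound preincubation.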
BLM inh: qHTS Assay for Inhibitors of Bloom's syndrome helicase (BLM). AID 2528, 2010. recombinant BLM DNA unwinding, fluorescence dequenching. 350,000 compounds, 0.2% hits. Potency, µM (top dose mostly 56.1 µM), without a hit: at the top dose activity change, negative = inhibition, usual class: inhibitors;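 note: potency is the fitted concentration of half-maximal effect; plate controls were vehicle for no effect and no enzyme for full effect; nearly all actives have a fitted effect of over 35% in size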
Apoferritin bind: qHTS Assay for Identification of Novel General Anesthetics. Ferritin light chain (Equus caballus), P02791. apoferritin/1-aminoanthracene competitive binding, fluorescence. Potency, µM (top dose mostly 77.5 µM), for the others: at the top dose activity change, negative = displacement, actives largely listed as inhibitors. 350,000 compounds, 0.074% hits. AID 485281, 2010; note: potency is the fitted concentration of half-maximal effect; % is set by controls: 0 for no effect and ±100 for the full control effect; nearly all actives have a fitted effect of over 20% in size
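In PBS, apoferritin at 10 uM is loaded with 1-AMA from a 50% saturated solution. After 10 min of compound exposure at ambient temperature, reduced 535 nm fluorescence indicates probe displacement.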
APE1 inh: qHTS Assay for Inhibitors of the Human Apurinic/apyrimidinic Endonuclease 1 (APE1); DNA repair nuclease/redox regulator APEX1 (Homo sapiens), P27695; recombinant APE1, TAMRA/BHQ-2 abasic DNA cleavage fluorescence; Potency, µM (doses to about 65.8 µM), inactives show top-dose activity change, negative = inhibition, most hits filed as inhibitors; 350,000 compounds, 0.35% hits;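 note: potency is the fitted concentration of half-maximal effect; plate controls were vehicle for no effect and reference inhibitor for full effect; nearly all actives have a fitted effect of over 55% in size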
Target sequence (P27695 whole entry, looked up): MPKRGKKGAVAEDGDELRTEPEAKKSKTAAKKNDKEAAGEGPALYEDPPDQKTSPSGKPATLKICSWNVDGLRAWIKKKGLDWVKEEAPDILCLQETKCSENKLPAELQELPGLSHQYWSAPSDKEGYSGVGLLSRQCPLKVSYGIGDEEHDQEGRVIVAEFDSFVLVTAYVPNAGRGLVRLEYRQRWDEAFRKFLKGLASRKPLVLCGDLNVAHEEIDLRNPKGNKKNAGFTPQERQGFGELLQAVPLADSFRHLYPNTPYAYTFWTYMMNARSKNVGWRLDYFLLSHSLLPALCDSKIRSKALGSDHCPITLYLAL
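Substrate: short duplex with […] THF abasic site, 5'-TAMRA and 3'-BHQ-2, 50 nM final. APE1 at 0.75 nM, preincubated 15 min RT with compound. Fluorescence increase from first to third read measured activity.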
ERG Ets-DNA blk: qHTS for Small Molecule Inhibitors of the ERG Ets/DNA interaction | 370,000 compounds, 0.028% hits | Potency, µM (titrated, usually from 76.9 µM), for the others: at the top dose FP activity, negative = inhibition, hits mostly inhibitors | fluorescence polarization, His-ERG Ets domain / labelled DNA | AID 624246, 2012 | Transcriptional regulator ERG (Homo sapiens), P11308; active = well fitted inhibition curve with a large enough effect in the polarisation, with a control signal flat; inconclusive = small, poorly fitted or top-dose-only effect, or effect the other way, or a change in a side signal; inactive = no such curve, though single readings can be large or run the other way; the % refers to the polarisation;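 note: polarization taken with two DNA probes labelled with fluorescein and Texas red; potency is the fitted concentration of half-maximal effect; % of control where 0% means no effect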
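His-tagged ERG Ets domain (1 uM in the protein solution; 300mM KCl, 50mM Tris-HCl, 1mM EDTA, 1mM DTT, pH 7.5) received compound, then a probe mix of 5 nM fluorescein-DNA and 100nM Texas-615-DNA. Fluorescence polarization was read for both dyes.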
Pol beta inh: qHTS Assay for Inhibitors of DNA Polymerase Beta; AID 485314, 2010; Potency, µM (highest dose often 114 µM), without a hit: top-dose activity change, negative = inhibition, most hits filed as inhibitors; P06746; 340,000 compounds, 1.3% hits; Pol beta primer extension/strand displacement, fluorescence kinetic; note: potency is the fitted concentration of half-maximal effect; % is set by controls: 0 for no effect and ±100 for the full control effect
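Reaction started by 50 nM substrate onto compound-treated Pol beta (10 nM, 15 min preincubation, room temperature); plates read at 0 min and 10 min. Normalized concentration-effect data fitted by four-parameter Hill equation.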
POLI inh: qHTS for Inhibitors of Polymerase Iota; Pol iota fluorescent replication assay, 10 min; Potency, µM (series often up to 115 µM), for the others: at the top dose activity, negative = inhibition, hits mostly inhibitors; 390,000 compounds, 1% hits; AID 588590, 2011; note: potency is the fitted concentration of half-maximal effect
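Pol iota at 10 nM preincubated 15 min with compounds at room temperature; reaction started with fluorescent substrate, 50 nM final. Fluorescence read kinetically at 0 and 10 min; buffer-only wells as negative control.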
* marks the source's active call; other numbers are inactive results; & = joins results of further samples; [ ] = dose if it differs, or a comment. Unless noted, calls come from the whole dose curve; as a rule, active = well fitted curve in the direction sought with a large enough effect; inconclusive = small, poorly fitted or top-dose-only effect, or another doubt; inactive = no such curve, though single readings can be large; an effect the other way counts as inactive or inconclusive.

What do the screens show for `CCc1nnc(NC(=O)c2ccc(COc3ccc(C)cc3)o2)s1`?
TRHR ag: 0.2; ALOX12 inh: -5.1%; POLK inh: -2.1%; BLM inh: 0.6%; Apoferritin bind: 5.8%; APE1 inh: 0.2%; ERG Ets-DNA blk: 1.7%; Pol beta inh: 0.7%; POLI inh: 3.6%

Results for CCOC(=O)N1CCN(C(=O)CCCn2c(=S)[nH]c3ccccc3c2=O)CC1 ?
TRHR ag: 0.1; ALOX12 inh: -8.0%; POLK inh: -1.8%; BLM inh: -6.8%; Apoferritin bind: -19.8%; APE1 inh: 2.8%; ERG Ets-DNA blk: 3.8%; Pol beta inh: -1.0%; POLI inh: -5.9%

What do the screens show for `COc1ccc(Cl)cc1NC(=O)c1ccc2nc(Cc3ccccc3)oc2c1`?
TRHR ag: 1.0; ALOX12 inh: inconclusive; POLK inh: -12.4%[60.1 µM]; BLM inh: -5.6%; Apoferritin bind: 4.9%; ERG Ets-DNA blk: 1.9%; Pol beta inh: -1.3%; POLI inh: 18.8%

Results for COCCn1c(C)nnc1SCC(=O)NNC(=O)c1ccc(Cl)cc1 ?
TRHR ag: 1.4; ALOX12 inh: -0.4%; POLK inh: -7.0%; BLM inh: 0.4%; Apoferritin bind: -0.5%; APE1 inh: 24.5%; ERG Ets-DNA blk: 12.0%; Pol beta inh: 1.1%; POLI inh: 15.2%

Results for O=[N+]([O-])c1ccc(O)c(C2CCCCC2)c1 ?
ALOX12 inh: inconclusive; POLK inh: -4.6%; ERG Ets-DNA blk: -11.7%; POLI inh: 12.3%

How did CCOC(=O)CSc1nc(-c2cccs2)nc2c1c(=O)n(C)c(=O)n2C do in these assays?
TRHR ag: -0.5; ALOX12 inh: 6.2%; POLK inh: 7.5%; BLM inh: 0.5%; Apoferritin bind: -10.8%; APE1 inh: 17.2%; ERG Ets-DNA blk: -17.0%; Pol beta inh: 21.0%; POLI inh: 21.1%

What do the screens show for `Cc1cc(S(=O)(=O)NCc2ccco2)c(C)s1`?
ALOX12 inh: -0.9%; POLK inh: 1.2%; BLM inh: -3.1%; Apoferritin bind: -20.1%; APE1 inh: -2.5%; ERG Ets-DNA blk: 6.8%; Pol beta inh: 0.1%; POLI inh: -4.2%

What do the screens show for `COc1ccccc1N(CC(O)Cn1nc(C)cc1C)S(=O)(=O)c1ccccc1` (stereo not drawn)?
TRHR ag: -0.5; ALOX12 inh: -7.5%; POLK inh: -5.0%; BLM inh: -1.6%; Apoferritin bind: -17.9%; APE1 inh: -2.7%; ERG Ets-DNA blk: 3.4%; Pol beta inh: 1.2%; POLI inh: 34.3%[activator]

What do the screens show for `Cc1ccc2[nH]c3c(=O)n(CC(=O)NCc4ccco4)ncc3c2c1`?
TRHR ag: 2.1&1.3; ALOX12 inh: -16.8%&-12.1%; POLK inh: -3.6%&-8.0%; BLM inh: -4.5%&1.8%; Apoferritin bind: 2.8%&-9.1%; APE1 inh: 48.0%[activator]; ERG Ets-DNA blk: 11.6%&10.5%; Pol beta inh: -16.6%&-24.2%; POLI inh: inconclusive

How did Cc1ccc(OCC(=O)NCCCNC(=O)c2ccc(C)nc2)cc1 do in these assays?
TRHR ag: 0.3; ALOX12 inh: -1.2%; POLK inh: 6.4%; BLM inh: 0.3%; Apoferritin bind: 1.8%; APE1 inh: -12.3%[12.4 µM]; ERG Ets-DNA blk: 1.4%; Pol beta inh: 50.6%; POLI inh: 13.9%

Results for CC1CCN(CCNC(=O)c2ccc(Cn3c(SCc4ccccc4)nc4cccnc43)cc2)CC1 ?
TRHR ag: 0.2; ALOX12 inh: -9.7%; POLK inh: 7.5%; BLM inh: -10.1%; Apoferritin bind: -4.6%; ERG Ets-DNA blk: 3.0%; Pol beta inh: 24.4%; POLI inh: -1.5%

How did CCCC1=[N+](CC(C)=O)CCn2c(C)ccc21 do in these assays?
TRHR ag: 1.2; ALOX12 inh: -0.5%; POLK inh: 3.9%; BLM inh: -2.1%; Apoferritin bind: -16.1%; APE1 inh: 0.7%; ERG Ets-DNA blk: 7.5%; Pol beta inh: 3.4%; POLI inh: 30.7%[activator]

What do the screens show for `CCOC(=O)N1CCC(N2CC34C=CC(O3)C(C(=O)Nc3ccc(C(C)C)cc3)C4C2=O)CC1` (stereo not drawn)?
TRHR ag: -0.2; ALOX12 inh: 408.2%[activator]; POLK inh: 12.4%; BLM inh: 3.3%; Apoferritin bind: -11.8%; APE1 inh: 1.0%; ERG Ets-DNA blk: 7.9%; Pol beta inh: 27.5%; POLI inh: 36.1%[activator]

What do the screens show for `Nc1nc(SCC(=O)N2CCc3ccccc3C2)[nH]c(=O)c1-c1ccccc1`?
TRHR ag: -0.4; ALOX12 inh: inconclusive; POLK inh: -6.4%; BLM inh: -3.2%; Apoferritin bind: -12.2%; APE1 inh: 2.6%; Pol beta inh: 1.1%; POLI inh: 32.3%[activator]

How did CS(=O)(=O)N(CC(=O)Nc1ccccc1C(=O)N1CCOCC1)c1ccccc1 do in these assays?
TRHR ag: -0.4; ALOX12 inh: 0.2%; POLK inh: -4.4%; BLM inh: 0.6%; Apoferritin bind: 6.3%; APE1 inh: -0.2%; ERG Ets-DNA blk: -5.9%; Pol beta inh: -1.1%; POLI inh: -1.3%

What do the screens show for `CC1CN(S(=O)(=O)c2cc(C(=O)NC(C)c3cccnc3)ccc2Cl)CC(C)O1` (stereo not drawn)?
ALOX12 inh: 54.9%; POLK inh: -5.3%; APE1 inh: 3.2%; ERG Ets-DNA blk: 16.2%; POLI inh: 42.8%[activator]

How did CC(/C=C/c1ccc2c(c1)OCO2)=N\NC(=O)c1ccccc1 do in these assays?
TRHR ag: -0.7; ALOX12 inh: -0.3%; POLK inh: 5.8%; BLM inh: -1.5%; Apoferritin bind: -12.6%; APE1 inh: 16.6%; ERG Ets-DNA blk: -8.2%; Pol beta inh: 44.0%; POLI inh: 137.0%[activator]

What do the screens show for `CCCc1nnc(NC(=O)c2ccc(S(=O)(=O)N(C)c3ccccc3OC)cc2)s1`?
TRHR ag: 0.4; ALOX12 inh: 27.3%; POLK inh: -12.8%; APE1 inh: -5.1%; POLI inh: 6.4%

How did CCC1(C)OC(=O)N2CCc3c(C)[nH]c4c(C)ccc(c34)C21C (stereo not drawn) do in these assays?
TRHR ag: -0.3; ALOX12 inh: 2.7%[57.4 µM]; POLK inh: -15.1%; BLM inh: -3.0%; Apoferritin bind: -13.5%; APE1 inh: -4.0%; ERG Ets-DNA blk: 3.4%; Pol beta inh: 1.2%; POLI inh: -9.3%

What do the screens show for `COc1ccc(NS(=O)(=O)c2cccc(-c3nnc(-c4ccccc4)o3)c2)cc1`?
TRHR ag: 0.0; ALOX12 inh: -2.3%; POLK inh: -4.2%; BLM inh: -6.2%; Apoferritin bind: -1.3%; APE1 inh: -5.8%; ERG Ets-DNA blk: 3.8%; Pol beta inh: -2.1%; POLI inh: -3.6%

What do the screens show for `CC1CCCCC1NC(=O)c1cc(S(=O)(=O)N2CCCCC2)ccc1N1CCOCC1` (stereo not drawn)?
TRHR ag: -0.7; ALOX12 inh: 22.8%; POLK inh: -10.4%; APE1 inh: 17.6%; ERG Ets-DNA blk: -7.5%; POLI inh: 8.8%

How did O=C(CN(Cc1ccc2c(c1)OCO2)C(=O)CNS(=O)(=O)c1ccccc1)NCC1CCCO1 (stereo not drawn) do in these assays?
TRHR ag: -0.1; ALOX12 inh: inactive; POLK inh: -8.8%; BLM inh: 1.3%; Apoferritin bind: -12.7%; APE1 inh: 1.7%; ERG Ets-DNA blk: -9.5%; Pol beta inh: 18.2%; POLI inh: -4.8%

Results for NC(=O)c1sc(=S)n(-c2ccc(Br)cc2)c1N ?
TRHR ag: 0.5; ALOX12 inh: inconclusive; POLK inh: -15.3%; BLM inh: 0.6%; Apoferritin bind: -16.1%; APE1 inh: -0.4%; ERG Ets-DNA blk: 11.6%; Pol beta inh: 0.8%; POLI inh: -3.7%

What do the screens show for `COc1cccc(-c2nnn(CC(C)=O)n2)c1`?
TRHR ag: 0.7; ALOX12 inh: 5.6%; POLK inh: -8.4%; BLM inh: 3.3%; Apoferritin bind: 1.6%; APE1 inh: 11.3%; ERG Ets-DNA blk: -7.8%; Pol beta inh: -11.1%; POLI inh: 10.0%

What do the screens show for `C/C(N)=C(/C#N)C(=O)COC(=O)c1cc2c(s1)CCC(C)C2` (stereo not drawn)?
TRHR ag: 0.7; ALOX12 inh: -17.5%; POLK inh: -1.8%; BLM inh: -8.3%; Apoferritin bind: inconclusive; APE1 inh: inconclusive; ERG Ets-DNA blk: 10.2%; Pol beta inh: 10.2%; POLI inh: 37.2%[activator]

Results for COc1ccc(C(=O)COC(=O)c2cnc(C)cn2)cc1OC ?
TRHR ag: 0.8; ALOX12 inh: inconclusive; POLK inh: -17.3%; APE1 inh: 17.9%; ERG Ets-DNA blk: -4.3%; POLI inh: 6.3%

How did COc1ccccc1NC(=O)c1c(Nc2ccccc2C)sc(C(=O)Nc2cccc(Cl)c2)c1N do in these assays?
TRHR ag: -0.8; ALOX12 inh: -2.5%; POLK inh: -3.5%; BLM inh: -7.0%; Apoferritin bind: 1.6%; APE1 inh: -4.6%; ERG Ets-DNA blk: 5.7%; Pol beta inh: 10.6%; POLI inh: 8.5%

Only part of the results is shown, so the mix of outcomes need not match the whole.
